Screening data (PubChem)
FBPA Giardia inh: inhibitors of Giardia lamblia fructose-1,6-bisphosphate aldolase; A8B2U2; purified Giardia FBPA; Potency, µM (highest dose often 59.6 µM), without a hit: at the top dose activity, negative = inhibition, most hits filed as inhibitors; 290,000 tested, 0.71% active; AID 2451; also: potency is read from the fitted curve at half-maximal effect; nearly all actives have a fitted effect of over 55% in size
Target sequence (A8B2U2 whole entry, looked up): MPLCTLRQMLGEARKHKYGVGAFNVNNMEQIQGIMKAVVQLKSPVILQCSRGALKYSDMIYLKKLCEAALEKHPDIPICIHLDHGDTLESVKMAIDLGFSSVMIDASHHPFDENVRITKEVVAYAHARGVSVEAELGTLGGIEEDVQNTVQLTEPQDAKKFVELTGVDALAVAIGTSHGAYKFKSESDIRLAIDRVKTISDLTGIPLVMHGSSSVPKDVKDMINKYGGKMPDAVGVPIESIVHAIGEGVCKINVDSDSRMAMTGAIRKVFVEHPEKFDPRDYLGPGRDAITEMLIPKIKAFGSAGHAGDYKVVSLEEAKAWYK
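Giardia FBPA (40 nM reagent) was preincubated 10 min at RT with compound (up to 57.5 uM final), then substrate plus GAPDH/TPI/NAD/arsenate coupling system with diaphorase/resazurin was added; resorufin fluorescence (525/598 nm) was read after 20 min.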
HCV inh: inhibitors of hepatitis C virus infection; Huh7.5.1 HCVcc-Cre infection, luciferase reporter, 44 h; Potency, µM (series often up to 41.8 µM), without a hit: top-dose activity change, negative = inhibition, actives largely listed as inhibitors; 340,000 tested, 3.4% active; also: potency is read from the fitted curve at half-maximal effect
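Infectious HCV cell culture screen: compound-treated cells (1,000/well, pre-plated 4 h) are infected with HCVcc-Cre at roughly 0.5 moi and grown 44 h. Infection is quantified by luciferase signal after 15 min substrate incubation at room temperature.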
AMA1 RON2 block: inhibitors of Plasmodium falciparum AMA1-RON2 interaction | AlphaScreen AMA1-biotinylated RON2 peptide binding | Potency, µM (highest dose often 58.2 µM), without a hit: top-dose activity change, negative = inhibition, most hits filed as inhibitors | 360,000 tested, 0.2% active | AID 720542;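 also: potency is read from the fitted curve at half-maximal effect; 0% = vehicle wells and -100% = peptide control; nearly all actives have a fitted effect of over 45% in size; some results filed as inactive show a strong effect at the top dose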
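AMA1 (3D7) with his tag at 25 nM final met compounds first, then biotinylated RON2 peptide at 25 nM; detection used donor plus acceptor beads, 10 µg/mL apiece, read by AlphaScreen after 30 min at room temperature.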
AmpC detergent: blocks E. coli AmpC beta-lactamase in detergent assay | AmpC hydrolysis of nitrocefin, absorbance 480 nm, 0.01% Triton | Potency, µM (top dose mostly 114 µM), for inactives: at the highest dose activity change, negative = inhibition, hits mostly inhibitors | 370,000 tested, 0.041% active;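 also: potency is read from the fitted curve at half-maximal effect; 0% = no-compound wells and -100% = no-enzyme wells; nearly all actives have a fitted effect of over 25% in size; some results filed as inactive show a strong effect at the top dose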
Target sequence (P00811 whole entry, looked up): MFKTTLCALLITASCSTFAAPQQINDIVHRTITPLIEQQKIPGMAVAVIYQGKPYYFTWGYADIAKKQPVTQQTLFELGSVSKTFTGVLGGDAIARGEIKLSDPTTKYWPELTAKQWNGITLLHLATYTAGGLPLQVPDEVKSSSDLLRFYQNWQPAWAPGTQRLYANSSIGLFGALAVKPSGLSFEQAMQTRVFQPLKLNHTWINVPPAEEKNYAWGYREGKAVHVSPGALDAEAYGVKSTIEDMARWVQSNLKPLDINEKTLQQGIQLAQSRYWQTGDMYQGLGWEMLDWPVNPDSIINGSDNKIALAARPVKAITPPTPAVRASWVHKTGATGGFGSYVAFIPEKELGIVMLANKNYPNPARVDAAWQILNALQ
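20 mM phosphate pH 7.0 + 0.01% (detergent screen) or 0.0001% Triton X-100; 5.3 nM AmpC reagent; cpd preinc 15 min RT; nitrocefin (800 uM stock) to start; A480 q20 s × 4 min; Activity was normalised to no-enzyme and no-compound control wells.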
Sm TGR block: blocks Schistosoma mansoni thioredoxin glutathione reductase; 360,000 tested, 3% active; AID 485364; purified TGR, DTNB reduction, TNB absorbance 405 nm; Potency, µM (highest dose often 114 µM), for inactives: at the top dose activity change, negative = inhibition, actives largely listed as inhibitors; also: potency is read from the fitted curve at half-maximal effect; nearly all actives have a fitted effect of over 60% in size
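Kinetic colorimetric format: TGR-catalysed, NADPH-driven DTNB reduction monitored via TNB absorbance. Enzyme dispensed at 20 nM; compound exposure 15 min at room temperature before reaction start.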
HCMV inh: inhibitors of human cytomegalovirus; HFF cells, HCMV-luciferase reporter, 72 h; active compounds read low; 410,000 tested, 4.5% active; activity change, negative = inhibition, % at 57.5 µM; in the data active = activity change below about -60%; inconclusive = no clear call, values can overlap the other calls; inactive = above about -39%
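Luciferase read-out from HCMV-luciferase-infected HFFs (MOI 1 PFU/cell) 72 h post infection at 37C; compounds added after 16 h cell attachment; activity normalized between buffer-only basal and Salinomycin (10uM) inhibitor controls.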
An asterisk follows results filed as active; ? = inconclusive; . = no result given; & = joins results of further samples; [ ] = another dose, or the depositor's remark. Unless noted, calls follow the shape of the dose curve; as a rule, active = well fitted curve in the direction sought with a large enough effect; inconclusive = small, poorly fitted or top-dose-only effect, or another doubt; inactive = no such curve, though single readings can be large; an effect the other way counts as inactive or inconclusive. Unless noted, % is scaled to controls: 0 for no effect and ±100 for the full control effect.

entry	Compound	FBPA Giardia inh	HCV inh	AMA1 RON2 block	AmpC detergent	Sm TGR block	HCMV inh
1	O=c1[nH]ncn1-c1ccccc1C(F)(F)F	4%	3%	2%	-11%	-7%	-10
2	Cc1ccc(S(=O)(=O)NCCC(=O)Oc2ccc3ccc(=O)oc3c2)cc1	-1%	16%	-9%	3%	16µM*	12
3	COC(=O)C1=CN(CC2CCCO2)C=C(C(=O)OC)C1c1cccc(O)c1 (configuration not stated)	2%	4%	-10%	-2%	0%	-30
4	C=CCN(c1ccc(C(=O)NCCCn2ccnc2)cc1)S(C)(=O)=O	-28%	24%	-7%	?	-5%	-13
5	COC(=O)c1[nH]nc(-c2ccccc2)c1-c1ccccc1	.	-16%	-6%	.	.	12
6	Cn1c(=S)[nH]c2[nH]c(=O)cnc2c1=O	-1%	12%	-11%	-7%	-7%	-20
7	COc1ccc(NS(=O)(=O)c2ccc(N/N=C(\C)c3ccncc3)c([N+](=O)[O-])c2)cc1	11%	4.5µM*	-10%[11.6 µM]	?	-6%	-67*
8	O=C(CSc1nc2nc3c(cc2c(=O)n1-c1ccccc1)CCCC3)Nc1cccc2ccccc12	1%	?	12%	-14%	6%	-32
9	Nc1nc(SCC(=O)Nc2cccc(C(F)(F)F)c2)n[nH]1	.	.	.	-8%	1%	5
10	CN1CCn2c1nc(N1CCCCC1)nc2=O	-1%	8%	13%	-8%	0%	2
11	Cc1nnc(OCC(=O)NCCC2=CCCCC2)c2ccccc12	2%	4%	-2%	-1%	-18%	14
12	CCCOc1ccc(C2C(C#N)=C(N)Oc3nc[nH]c(=O)c32)cc1OC (configuration not stated)	-7%	30%[activator]	0%	-15%	-4%	31
13	COc1ccc2c(CC(=O)OCC(=O)N3CCc4ccccc43)coc2c1	-1%	15%	-13%	?	5%	-9
14	CCc1ccc(NC(=O)CSC2=Nc3ccccc3C3=NC(CCC(=O)NCc4ccccc4)C(=O)N23)cc1 (configuration not stated)	.	.	.	11%	13%	13
15	COc1ccc(C(=O)N/N=C\c2ccoc2)cc1	-3%	24%	136%[activator]	-5%	-26%	26
16	Cc1ccccc1NC(=O)NNC(=O)OC(C)(C)C	-1%	30%[activator]	1%	?	6%	-33
17	O=C(NCc1ccc(Cl)cc1)c1ccc(CNc2c(N3CCCC3)c(=O)c2=O)cc1	3%	-27%	6%	0%	4%	8
18	CC1CCN(CCCCOc2cccc(Br)c2)CC1	-16%	?	?	-2%	-8%	-13
19	Cc1nc(SCC(=O)NCCc2ccccc2)c2oc3ccccc3c2n1	0%	13%	-12%	-3%	11%	-27
20	O=C(COC(=O)COc1ccccc1)NCc1ccc2c(c1)OCO2	.	-3%	-23%	.	.	4
21	CCOC(=O)C1(CC2CC2)CCN(Cc2cn[nH]c2-c2ccccc2)CC1	7%	2%	-3%	6%	0%	-28
22	CC(=O)c1ccc(S(=O)(=O)N2CCCC(N(C)CCc3ccccn3)C2)cc1 (configuration not stated)	.	-14%	0%	4%	20µM*	-37
23	Fc1ccc(CCNCc2ccccc2Cl)cc1	-9%	-5%	0%	0%	-9%	-1
24	COc1ccc(CCC(=O)OCC(=O)Nc2ccccc2OC(F)F)cc1OC	-4%	-8%	-8%	-1%	0%	17
25	Cc1ccc(N2CC(C(=O)Nc3nnc(SCC(=O)Nc4nc(C)cs4)s3)CC2=O)cc1 (configuration not stated)	-2%	8%	6%	?	-5%	-9
26	COCCCNC(=O)CN(c1cc(Cl)ccc1OC)S(C)(=O)=O	7%	-3%	0%	4%	.	-8
27	COc1ccccc1Nc1ncc(C(=O)Nc2ccc(OC)c(OC)c2)c2ccccc12	6%	?	1%	7%&-17%	4%&1%	11&-8
28	COc1ccc(C(=O)NCCN2CCOCC2)c(OC)c1OC	-1%	-15%	-14%	0%	18%	-36
29	COc1ccc(OC)c(CN2CCN(C(=O)c3cccc(S(=O)(=O)Nc4ccccc4OC)c3)CC2)c1	.	-24%	28%	-23%	-17%	-24
30	CCOC(=O)c1c(NC(=O)CSc2nnc(-c3ccccc3)n2CC)sc(C(C)=O)c1C	1%	?	-18%	-21%	-15%	19
31	COc1nc(Nc2cccc([N+](=O)[O-])c2)nc(OC)n1	3%	11%	-1%	5%	1%	-20
32	COc1cccc(-c2nnc(NC(=O)c3ccc4ncsc4c3)o2)c1	?	?	58%[activator][2.32 µM]	-1%	2%	4
33	CCN(CC)C(=O)COc1coc(CN2CCN(Cc3ccccc3)CC2)cc1=O	.	9%	1%	-7%	-11%	-23
34	Cc1ccc(S(=O)(=O)NCCC(=O)N2CCN(Cc3ccccc3)CC2)cc1	9%	-8%	-1%	?	6%	-6
35	O=C(O)c1cccc(Cn2cccn2)c1	1%	20%	21%	?	-24%	58
36	Cc1nn(C(C)C(=O)NCc2cccs2)c(=O)c2nn(-c3ccccc3)c(C)c12 (configuration not stated)	.	6%	5%	-10%	2%	-23

Single records (already shown). Values in the order: FBPA Giardia inh, HCV inh, AMA1 RON2 block, AmpC detergent, Sm TGR block, HCMV inh
Results for Cc1nn(C(C)C(=O)NCc2cccs2)c(=O)c2nn(-c3ccccc3)c(C)c12 (configuration not stated) = ., 6%, 5%, -10%, 2%, -23
Results for O=C(O)c1cccc(Cn2cccn2)c1 = 1%, 20%, 21%, ?, -24%, 58
Results for COc1ccc(OC)c(CN2CCN(C(=O)c3cccc(S(=O)(=O)Nc4ccccc4OC)c3)CC2)c1 = ., -24%, 28%, -23%, -17%, -24
Results for COc1nc(Nc2cccc([N+](=O)[O-])c2)nc(OC)n1 = 3%, 11%, -1%, 5%, 1%, -20

Exported with two lines to a compound: part of the list above.
Order of results: FBPA Giardia inh	HCV inh	AMA1 RON2 block	AmpC detergent	Sm TGR block	HCMV inh
28	COc1ccc(C(=O)NCCN2CCOCC2)c(OC)c1OC
→ -1%	-15%	-14%	0%	18%	-36
29	COc1ccc(OC)c(CN2CCN(C(=O)c3cccc(S(=O)(=O)Nc4ccccc4OC)c3)CC2)c1
→ .	-24%	28%	-23%	-17%	-24

Next section:
entry	Compound	FBPA Giardia inh	HCV inh	AMA1 RON2 block	AmpC detergent	Sm TGR block	HCMV inh
37	N#C/C(=C\c1ccccc1OCC(=O)O)c1nc2ccccc2[nH]1	-4%	11%	1%	-15%	?	19
38	Cc1ccc(OCC(=O)N2CCOCC2)cc1C	5%	6%	-1%	-12%	0%	-14
39	O=C(CNC(=O)C1COc2ccccc2O1)N/N=C/c1ccc([N+](=O)[O-])cc1 (configuration not stated)	10%	?	20%	-9%	1%	8
40	COc1ccc(S(=O)(=O)N2CCc3ccccc32)cc1C(=O)OCc1c(C)noc1C	4%	?	?	-5%	0%	-1
41	Cc1ccccc1NC(=O)CSCCO	-2%	16%	-8%	?	-3%	18
42	COC(=O)c1cccc(NC(=O)Cn2cnc3c2c(=O)n(C)c(=O)n3C)c1	-1%	4%	-3%	?	9%	?
43	CCOC(=O)c1[nH]c2c(c1Cc1ccccc1OC)C(=O)CC(c1ccccc1)C2 (configuration not stated)	.	.	.	-5%	0%	-13
44	Cc1cc(C)c(S(=O)(=O)NCc2nc3nc(C)cc(C)n3n2)c(C)c1	0%	2%	16%	?	2%	5
45	CCn1c(SCC(=O)OC)nnc1-c1ccncc1	7%	11%	0%	?	0%	46
46	COc1ccc(CC(=O)Nc2ccc(C#N)c(Cl)c2)cc1S(=O)(=O)N1CCOCC1	.	?	13%	-4%	13µM*	19
47	CCOC(=O)c1ccccc1NC(=O)CSc1nncn1C	4%	7%	0%	-6%	.	45
48	CCCCN(CC)C(=S)Nc1ccc2nc3n(c(=O)c2c1)CCCCC3	-8%	-14%	1%	-3%	-16%	?
49	COc1cccc(N2CCN(C(c3ccccn3)c3nnnn3C(C)(C)C)CC2)c1 (configuration not stated)	0%	-6%	0%	-6%	0%	-6
50	CC(=O)N1c2ccc(S(=O)(=O)N3CCCCC3)cc2CC1C(=O)Nc1ccc(F)cc1C (configuration not stated)	.	-30%	0%	-7%	2%	-79*
51	CCC(C)NC(=O)c1cc(-c2cccc(OC)c2)on1 (configuration not stated)	.	.	.	19%	6%	97
52	O=C(O)CCC(=O)Nc1ccccc1C(=O)Nc1ccccc1	-1%	13%	14%	-13%	-4%	37
53	N#CCCN(C(=O)COC(=O)C1=COCCO1)c1ccc(F)cc1	.	35%[activator]	6%	-19%	1%	-13
54	CCN(C(=O)Cc1ccccc1OC)c1nnc(-c2ccncc2)s1	-13%	?	-4%	-15%	-7%	-26
55	CCOC(=O)c1nn(-c2ccccc2C)c(=O)c2c(N)scc12	?	?	-8%	2%	-3%	-1
56	CC(C)NC(=O)c1ccc(CSCc2ccccc2Cl)o1	-4%	?	-6%	-10%	0%	39
57	CCn1c(CSc2nc3ccccc3s2)nc2ccccc21	-19%	?	4%	-3%	-7%	-17
58	O=C(Cc1cccc(NC(=O)C2CCN(C(=O)CCc3ccccc3)CC2)c1)Nc1cccc(C(=O)N2CCCCC2)c1	.	-67%	5%	.	.	15
59	N#CSCC(=O)c1cccc2ccccc12	-9%	3%	-2%	?	32µM*	33
60	COc1cc(NC(=O)COC(=O)CC(C)(C)C)c(C)cc1[N+](=O)[O-]	-7%	9%	-2%	-9%	-1%	?
61	CNC(=O)c1[nH]cnc1C(=O)Nc1ccc(Cl)cc1	-29%	6%	128%[activator]	-6%	-2%	62
62	COc1cccc([C@@H]2Oc3ccc(OC)cc3C(=O)[C@H]2OC(=O)Nc2cc(OC)c(OC)c(OC)c2)c1	-8%&-15%	?	-3%	-9%	3%	.
63	O=C(CCc1nc(-c2ccccc2F)no1)NC1CCCCC1	6%	-14%	-3%	?	2%	-8
64	COc1ccc(NS(=O)(=O)Cc2ccccc2)cc1OC	-12%	-4%	-8%	-10%	1%	3
65	CC(C)OCCCNC(=O)C1CCC(CNS(=O)(=O)c2ccccc2)CC1 (configuration not stated)	0%	16%	-15%	-5%	12%	-22
66	Cc1ccccc1NC(=O)CSCC(=O)Nc1ccccc1C	0%	8%	24%	-5%	-2%	2
67	O=S(=O)(N/N=C\c1ccc2c(c1)OCO2)c1ccccc1	-12%	-2%	-2%	-10%	-5%	16
68	CCOc1ccccc1N/C=C/C(=O)C(C)(C)C	-23%	-4%	7%	0%	9%	4
69	Cn1ccnc1C(=O)c1cc(SCC(=O)NCc2ccccc2)nc2ccccc12	5%	-17%	9%	-2%	-6%	?
70	CCCCOC(=O)c1ccc(NC(=O)c2ccc3c(c2)CCCN3S(C)(=O)=O)cc1	.	.	.	-2%	0%	-12
71	COc1ccc(C(=O)NC(C)c2nccs2)cc1OC1CCN(C(C)C)CC1 (configuration not stated)	.	15%	1%	1%	-8%	-10
72	O=C(Nn1cnnc1)C(Sc1ccccc1)c1ccccc1 (configuration not stated)	-15%	13%	6%	3%	27%	4
73	C[C@H]1CN=C(N(C)C)N1CC1CCCC1	.	?	16%	-12%	-7%	0
74	O=[N+]([O-])c1ccccc1C=CC=NN=Cc1ccccc1O	.	-11%	-2%	.	.	64
75	O=C(c1ccc(Cl)cc1Cl)C1(n2cncn2)Oc2ccccc2C1O (configuration not stated)	5%	-21%	-6%	-9%	-10%	47
